# Screening results as filed in PubChem BioAssay.
# GPR55 beta-arrestin – GPR55 agonists via beta-arrestin recruitment, primary screen, imaging, U2OS cells, beta-arrestin-GFP redistribution (AID 1961) | U2OS GPR55 beta-arrestin-GFP redistribution imaging; higher % means a stronger effect | one-dose activation, % at 10 µM; EC50 in µM for titrated hits | hit rate 0.048% among 290,000;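 active = activation above 40% with more than 50 cells counted in the well; inconclusive = wells holding fewer than 50 cells, flagged as toxic or sparse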;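 also: U2OS osteosarcoma cells stably expressing GPR55 and beta-arrestin-GFP; plate controls were DMSO negative control for no effect and LPI positive control for full effect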
# GPR35 arrestin U2OS – GPR35 antagonists blocking zaprinast-driven arrestin recruitment, primary screen, imaging, U2OS, beta-arrestin-GFP, zaprinast agonist (AID 2058); U2OS GPR35 beta-arrestin-GFP translocation imaging, zaprinast antagonism; higher % means a stronger effect; hit rate 0.052% among 290,000; inhibition, % at 10 µM, or IC50 in µM where a hit was titrated; G-protein coupled receptor 35 (Homo sapiens);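 active = inhibition of at least 50% with at least 30 cells and total cytoplasm GFP at most 10,000,000; inconclusive = under 30 cells or total GFP of 10,000,000 plus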
# GPR55 LPI antagonism – GPR55 antagonists blocking LPI-driven arrestin recruitment, primary screen, imaging, U2OS, beta-arrestin-GFP, LPI agonist (AID 2013). G-protein coupled receptor 55 (Homo sapiens). hit rate 0.13% among 290,000. inhibition, % at 10 µM; hits with a dose series show IC50 in µM. U2OS GPR55 beta-arrestin-GFP translocation imaging, LPI antagonism; higher % means a stronger effect;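 active = spots per cell inhibited over 60%, with over 100 cells counted and total cytoplasm intensity under 500,000; inconclusive = wells with under 100 cells, flagged as likely toxic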;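 also: U2OS cells stably carrying GPR55 and arrestin-GFP stimulated by 5 µM LPI near EC80; imaged beta-arrestin-GFP aggregate spots per cell after agonist stimulation; plate controls were LPI-stimulated DMSO wells for no effect and DMSO wells without LPI for full effect; some results filed as inactive read as strong as hits; confirmed hits need IC50 under 10 µM and bright autofluorescent wells are also inconclusive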
# K1F lysis inhibition – inhibition of K1F phage lysis, E. coli UTI89, bacterial capsule biogenesis inhibitors, alamar blue (AID 488966). E. coli UTI89 K1F phage lysis, alamar blue, 2 h; higher % means a stronger effect. hit rate 0.02% among 340,000. one-dose inhibition, % at 100 µM; IC50 in µM for titrated hits;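 active = phage lysis inhibition, versus mean bacterial control, above a set limit; inconclusive = no clear call, values can overlap the other calls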;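 also: capsule biogenesis inhibitors block K1F phage lysis so surviving cells raise fluorescence; higher fluorescence means more inhibition of phage lysis; actives were called in the ten point dose series up to 300 µM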
# Rac1 GTP hydrolysis – MgcRacGAP GTPase-activating activity inhibitors, confirmation, biochemical, ADP Hunter fluorescence; hit rate 0.6% among 340,000; Rac GTPase-activating protein 1 (Homo sapiens); MgcRacGAP-stimulated Rac1 GTP hydrolysis, ADP Hunter fluorescence; higher % means a stronger effect; GST-tagged Rac1 F28L mutant substrate; inhibition, % at 30 µM; hits with a dose series show IC50 in µM;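 active = first-screen hits whose inhibition reached a set limit at any dose in the follow-up dose series; inconclusive = inhibition above the set first-screen limit but never retested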;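 also: fluorescence reports GDP produced by GAP-driven GTP hydrolysis; strong numbers were not always called active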
# KOR beta-arrestin-1 – KOR agonists, beta-arrestin recruitment, primary screen, cell-based, luminescence, uHTS (AID 1777); hit rate 0.02% among 280,000; activation, % at 10 µM; hits with a dose series show EC50 in µM; Kappa-type opioid receptor (Homo sapiens); KOR beta-arrestin recruitment, luminescence; higher % means a stronger effect; in the data active = activation above about 50%, passing the limit was not always enough; also: a part of the inactive calls stands beside numbers as strong as those of hits
# NOD1 NF-kB reporter – NOD1 signaling inhibitors, primary screen, cell-based, luminescence, uHTS (AID 1578) | NOD1-driven NF-kB luciferase reporter cells, luminescence; higher % means a stronger effect | inhibition, % at 4 µM, or EC50 in µM where a hit was titrated | hit rate 1% among 290,000; in the data active = inhibition mostly above about 36%, no sharp cut-off; inactive = mostly below about 34%;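 also: HEK-293T reporter cells stimulated with the NOD1 agonist gamma-tri-DAP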
# NTR1 agonist – agonists of NTR1, primary screen, imaging, U2OS cells, beta-arrestin-GFP, high content (AID 493036); Neurotensin receptor type 1 (Homo sapiens), P30989; NTR1-U2OS beta-arrestin-GFP spot imaging, agonist mode; activation, % at 20 µM; hit rate 0.17% among 330,000;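 active = activation at or above 40% of the spot to cytoplasm intensity ratio, with at least 20 cells analyzed; inconclusive = wells under 20 cells, flagged as cytotoxic or low count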;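 also: 0% = DMSO without peptide and 100% = 100 nM NTR1 peptide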
# Target sequence (P30989 whole entry, looked up): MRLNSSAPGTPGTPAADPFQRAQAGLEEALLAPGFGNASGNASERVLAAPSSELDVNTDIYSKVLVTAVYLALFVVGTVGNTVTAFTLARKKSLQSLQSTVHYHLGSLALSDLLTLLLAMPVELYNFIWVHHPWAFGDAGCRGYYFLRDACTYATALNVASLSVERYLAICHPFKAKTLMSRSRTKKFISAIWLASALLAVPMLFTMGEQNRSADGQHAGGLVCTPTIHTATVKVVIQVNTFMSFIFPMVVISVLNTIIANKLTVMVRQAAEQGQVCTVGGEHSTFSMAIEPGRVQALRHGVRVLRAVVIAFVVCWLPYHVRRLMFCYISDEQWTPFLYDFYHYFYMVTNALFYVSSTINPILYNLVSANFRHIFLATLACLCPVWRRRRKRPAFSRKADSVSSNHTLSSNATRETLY
# KOR beta-arrestin-2 – KOR antagonists, beta-arrestin recruitment, cell-based, luminescence, uHTS (AID 1778); Kappa-type opioid receptor (Homo sapiens); hit rate 0.091% among 290,000; KOR beta-arrestin recruitment, luminescence, antagonist mode; higher % means a stronger effect; one-dose inhibition, % at 10 µM; IC50 in µM for titrated hits; in the data active = inhibition above about 50%; also: strong numbers were not always called active
# NTR1 agonist cell count 20 µM – also measured in NTR1 agonist; calls as there; cell count; measured here: cell count, cytotoxicity flag
# * = called active by the depositor; ? = inconclusive; · = no result given; [ ] = remark or other dose. This is a subset. The share of hits here may be higher or lower than overall.
SMILES,GPR55 beta-arrestin,GPR35 arrestin U2OS,GPR55 LPI antagonism,K1F lysis inhibition,Rac1 GTP hydrolysis,KOR beta-arrestin-1,NOD1 NF-kB reporter,NTR1 agonist,NTR1 agonist cell count 20 µM,KOR beta-arrestin-2
COc1c(C)cc(Br)cc1C(=O)NCc1cccnc1,0.3%,-5%,-3%,-0.9%,1%,-0.7%,-36%,-0.9,84,40%
CCOC(=O)N1CCN(S(=O)(=O)c2ccc3[nH]c(=O)sc3c2)CC1,0.0%,-6%,10%,0.2%,7%,-4.6%,-11%,4.0,45,18%
C/C(=N\NC(=O)c1ccc2c(c1)OCO2)c1ccc2c(c1)OCO2,-0.3%,15%,-12%,0.7%,5%,4.1%,-69%,-1.2,75,-23%
CC1(C)CC(=O)C2=C(C1)Nc1ccccc1N=C2,0.2%,-6%,6%,·,·,-1.6%,60%*,-1.2,67,-38%
CC1CC(=O)N(c2ccc(NCc3ccccc3Cl)c([N+](=O)[O-])c2)C1=O (stereo not drawn),-0.3%,14%,-10%,6.2%,8%,12%,-6%,1.2,54,7%
O=C1CCCC(=O)C1=Cc1c[nH]c2ccccc12,0.0%,8%,12%,1.1%,9%,1.3%,3%,1.5,61,-20%
COc1ccc(-n2nc(C(=O)NCC(=O)NCCCN3CCC(C)CC3)c3ccccc3c2=O)cc1Cl,-0.2%,26%,2%,-0.1%,7%,-3.3%,-42%,-1.8,39,-24%
CCN(CC)CCCn1c(=S)[nH]c2ccc(Cl)cc2c1=O,0.1%,6%,15%,4.6%,13%,-4.8%,-26%,-0.9,63,5%
COC(=O)CCNC(=O)c1ccc2[nH]c(C)c(C)c2c1,-0.1%,-13%,1%,-3.0%,-4%,-1.9%,-11%,-2.2,61,10%
CCCNS(=O)(=O)c1ccc(OCC(=O)N(C)Cc2ccccc2)cc1,-0.1%,2%,-7%,-0.4%[50 µM],9%,3.2%,-6%,-0.4,69,6%
CC(C)(C)NC(=S)NC(=O)C12CC3CCC(CC(C3)C1)C2,0.1%,5%,14%,0.3%[50 µM],5%,-5.7%,20%,7.8,66,22%
Oc1[nH]c2ccccc2c1N=NC(=S)NCC1CCCO1 (stereo not drawn),0.1%,21%,9%,1.7%[50 µM],19%,-3.8%,-1%,1.3,57,-22%
O=C1CN(C(=O)CCN2CCOCC2)C(c2ccccc2)c2cc(Br)ccc2N1 (stereo not drawn),0.3%,14%,2%,-0.1%,11%,-4.3%,-20%,1.7,48,24%
Cc1ccc(NC(=O)[C@H](C)NC(=O)C2CCN(C(=O)[C@@H](N)CC(C)C)CC2)cc1,-0.2%,-4%,9%,-0.2%,0%,1.7%,2%,-0.7,88,12%
Cc1cccc(N(CC(=O)NCC2CCCO2)C(=O)CNS(=O)(=O)c2ccc(Cl)cc2)c1 (stereo not drawn),-0.2%,-5%,13%,0.0%,1%,1.7%,-54%,0.1,54,-44%
Cc1nc(-c2ccccc2)cc(N2CCCC2)n1,-0.1%,-3%,7%,1.0%,5%,6.7%,-24%,-0.7,76,7%
O=C(Nc1cccc(-c2cnc3ccccc3n2)c1)c1ccco1,0.5%,-16%,-5%,-0.1%,13%,2.6%,-16%,0.9,41,0%
COc1ccc(NC2CCCN(C(=O)c3ccc(C(C)=O)cc3)C2)cc1 (stereo not drawn),-0.1%,-11%,-3%,1.3%[50 µM],?,-1.2%,-34%,0.9,65,16%
Cc1nc2c(=O)[nH]c3ccccc3c2o1,-0.1%,-1%,0%,0.5%,-2%,-5.2%,-54%,-0.9,43,13%
O=C(CC1SC(=Nc2ccccc2)N(CCO)C1=O)Nc1ccccc1 (stereo not drawn),0.4%,16%,-5%,-2.4%,0%,0.7%,14%,0.9,26,-12%
Cn1c(=O)c2c(nc(CN3CCC(Cc4ccccc4)CC3)n2CCN2CCOCC2)n(C)c1=O,0.2%,-8%,-2%,-0.5%,0%,·,-25%,·,·,·
CC(C)(CC(=O)O)CC(=O)Nc1ccc(Cl)c(Cl)c1,-0.2%,19%,-5%,0.6%,8%,-5.9%,-2%,0.0,42,11%
COc1ccc(CNC(=O)Cn2cnc3c(=O)n(C)c(=O)n(C)c32)cc1,-0.1%,-12%,-9%,5.5%,8%,·,21%,0.7,74,·
Cc1cccc(C(=O)NCCC(=O)Nc2ccc(C#N)cc2)c1,-0.1%,-9%,-1%,0.0%,2%,-0.5%,-28%,1.3,61,16%
Cc1ccc(NS(=O)(=O)c2cccc(C(=O)OCC(=O)NCc3ccco3)c2)cc1,-0.1%,-2%,1%,-0.4%,11%,-6.8%,1%,0.6,48,15%
COc1ccc(-c2[nH]ncc2CN2CCN(C(=O)c3ccco3)CC2)cc1F,-0.3%,-8%,1%,0.1%,8%,-1.4%,-14%,-2.1,49,-4%
O=C(CCCC(=O)Nc1cccnc1)Nc1cccnc1,-0.2%,2%,4%,0.8%,10%,12%,10%,-1.6,40,-31%
CCCCCn1c(=O)[nH]c2cc(C(=O)NCCCN(C)Cc3ccccc3)ccc2c1=O,-0.1%,-11%,-3%,0.3%,11%,-1.7%,-29%,-0.7,59,1%
Cc1ccc(NS(=O)(=O)c2cn(C)c(=O)n(C)c2=O)c(C)c1,0.0%,-11%,-7%,-0.8%,10%,-2.5%,-2%,-1.3,59,-39%[20 µM]
Cc1c(NC(=O)c2nn3c(C(F)(F)F)cc(-c4ccccc4)nc3c2Br)c(=O)n(-c2ccccc2)n1C,-0.2%,-2%,2%,1.9%[50 µM],6%,3.2%,-6%,3.5,48,-5%
O=C(COc1ccccc1)N1CCNC1=O,-0.2%,8%,-16%,-0.3%,6%,-1.8%,1%,0.5,59,8%
O=C(COC(=O)c1cnccn1)Nc1cccc2ccccc12,-0.2%,23%,3%,0.3%,10%,1.5%,-34%,0.0,78,-9%
CN(C)C(CNC(=O)c1ccccc1C(F)(F)F)c1ccco1 (stereo not drawn),-0.2%,-6%,3%,-0.1%,-4%,4.1%,-24%,-0.3,60,-57%
Clc1ccccc1CNc1nc2ccccc2n2cnnc12,0.3%,0%,0%,-0.6%[50 µM],9%,0.1%,-4%,2.9,64,13%
COc1ccc(C(CCN)Cc2ccccc2)cc1 (stereo not drawn),0.2%,-17%,-11%,0.3%,11%,-3.9%,-26%,0.0,93,1%[20 µM]
CC1CCC2(CC1)SCC(=O)N2c1ccccc1 (stereo not drawn),-0.3%,10%,1%,0.8%,9%,-3.8%,4%,0.6,44,27%
CC(C)C[C@H](NC(=O)c1nc[nH]c1C(=O)N[C@@H](CCCCNC(=O)OC(C)(C)C)C(=O)OC(C)(C)C)C(=O)OC(C)(C)C,-0.1%,5%,8%,-0.3%,7%,5.3%,-7%,22,87,-2%
Cc1cc(C)c2[nH]c(=O)c(C(c3nnnn3CC3CCCO3)N3CCC(C)CC3)cc2c1 (stereo not drawn),-0.1%,1%,-5%,4.2%,2%,-2.8%,7%,4.4,72,-1%
COCCCN(C(=S)NC(=O)C(C)(C)C)c1c(N)n(Cc2ccccc2)c(=O)[nH]c1=O,-0.2%,11%,9%,-0.9%[50 µM],12%,4.3%,-7%,2.0,57,17%
C/C=C/c1ccc(OCC(=O)O)c(OC)c1,-0.2%,-10%,10%,0.2%,7%,0.6%,-8%,0.3,48,-7%
O=C(Cc1ccc([N+](=O)[O-])cc1)Nc1ccc(O)cc1C(=O)O,-0.2%,-1%,14%,4.2%,4%,-4.3%,-19%,0.3,102,-7%
Cc1c(C(=O)Nc2ccccc2)sc2nc3n(c(=O)c12)CCCCC3,0.7%,10%,14%,-0.1%,0%,-5.0%,-46%,0.0,47,2%
CCOc1nc(Nc2ccc(OC)cc2OC)nc(OCC)n1,-0.1%,7%,8%,-0.1%,8%,5.7%,-23%,-0.3,51,4%
COc1ccc(-c2cc(C(=O)N3CCCc4ccccc43)no2)cc1OC,0.2%,4%,9%,3.4%,0%,4.1%,-15%,2.0,76,-46%
O=C(Nc1cc(C(F)(F)F)ccc1N1CCOCC1)c1n[nH]c(=O)c2ccccc12,0.6%,-4%,6%,1.6%,4%,-2.0%,-6%,15,104,-17%
Cc1ccc2cccc(O)c2[n+]1[O-],-0.2%,-1%,31%,-0.4%,1%,-2.0%,-5%,-1.8,74,3%
COc1ccc(C2=NOC(COc3ccc([N+](=O)[O-])cc3)C2)cc1 (stereo not drawn),-0.2%,-18%,8%,0.6%,11%,·,-3%,-0.5,51,-12%
CCOC(=O)C1CCN(CCC(=O)Nc2ccc(C)cc2)CC1,-0.2%,-12%,-1%,0.2%,7%,·,-32%,0.3,68,1%[20 µM]
O=c1[nH]c(=O)c2nc(-c3ccc(Cl)cc3)cnc2[nH]1,-0.1%,-3%,8%,1.1%,11%,-3.6%,-3%,0.1,59,-15%[20 µM]
CCN1CCCC1CNC(=O)c1cn(CC)c2ccc(S(=O)(=O)N3CCCCCC3)cc2c1=O (stereo not drawn),-0.1%,-4%,6%,·,·,-4.8%,-26%,-1.2,40,-2%
COc1ccccc1C(=O)NCCN=C1NS(=O)(=O)c2ccccc21,-0.1%,-3%,2%,0.0%,1%,0.3%,-24%,-0.4,60,22%
COc1cccc(NC(=O)COC(=O)C2CCN(S(=O)(=O)c3cccs3)CC2)c1,0.5%,-7%,11%,2.9%,6%,-3.4%,-6%,3.1,47,-11%
COc1ccc2c(c1)OC13CCN(C)CC1C2C(C(=O)c1ccc(F)cc1)C(=O)N3 (stereo not drawn),0.3%,-12%,9%,0.6%,4%,4.3%,-29%,3.0,86,-14%
CCOC(=O)C1=C(CSc2nccn2C)NC(=O)NC1c1ccc2c(c1)OCO2 (stereo not drawn),-0.1%,-20%,6%,-0.1%[50 µM],5%,-0.8%,-16%,-1.4,45,-16%
COc1cc(C(=O)O/N=C2\C=CC(=O)C=C2C)cc(OC)c1OC,0.1%,-4%,5%,-0.1%,-6%,1.0%,37%,-2.3,82,11%
